SARS 3CLpro inh: SARS-CoV 3CLpro protease inhibition | P0C6X7 | recombinant SARS-CoV 3CLpro, quenched FRET peptide cleavage | inhibition, % at 6 µM | 290,000 compounds, 0.14% hits; in the data active = inhibition above about 12%
Yp Topo-I inh: inhibitors of Yersinia pestis topoisomerase I; AID 504884; activity, % at 10 µM; Y. pestis Topo-I cleavage product accumulation, plate reader; 360,000 compounds, 0.064% hits; in the data active = activity above about 50%, passing the limit was not always enough; also: inactives centre near 2
VHR inh abs: blocks human VHR1 dual specificity phosphatase; P51452; recombinant VHR phosphatase, pNPP absorbance; inhibition, % at 13.3 µM; 290,000 compounds, 0.52% hits; in the data active = inhibition above about 50%; also: some compounds called inactive have numbers as strong as hits
Target sequence (P51452 whole entry, looked up): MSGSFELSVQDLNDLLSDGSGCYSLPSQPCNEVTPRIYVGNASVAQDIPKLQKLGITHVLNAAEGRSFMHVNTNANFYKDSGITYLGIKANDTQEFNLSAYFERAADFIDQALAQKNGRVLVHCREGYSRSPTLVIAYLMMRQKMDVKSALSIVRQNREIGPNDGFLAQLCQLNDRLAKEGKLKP
TcdB inh: TcdB glycohydrolase inhibition. TcdB glycohydrolase enzymatic assay, plate reader. inhibition, % at 9.99 µM. AID 652162. P18177. 350,000 compounds, 0.24% hits; in the data active = inhibition above about 10%
SSB-PriA inh: blocks PriA binding to SSB C-terminal tail | 430,000 compounds, 0.6% hits | inhibition, % at 33 µM | AlphaScreen SSBct-PriA binding, biotinylated peptide | AID 1272365; in the data active = inhibition mostly above about 37%, no sharp cut-off; inactive = mostly below about 20%;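 also: plate controls were negative control peptide for no effect and reference peptide for full effect; strong numbers were not always called active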
PrPC surface inh: reduces human prion protein on the cell surface; AID 720596; cell surface PrPC, TR-FRET read-out; 370,000 compounds, 0.43% hits; inhibition, % at 13.8 µM; in the data active = inhibition above about 24%; also: 0% = median of the test wells and 100% = reference compound wells
MazF activator: increases E. coli MazEF RNase cleavage of RNA. P0AE70. FAM/BHQ RNA-DNA oligo cleavage fluorescence, 5 h. activation, % at 20 µM. 350,000 compounds, 0.32% hits; in the data active = activation above about 50%
Target sequence (P0AE70 whole entry, looked up): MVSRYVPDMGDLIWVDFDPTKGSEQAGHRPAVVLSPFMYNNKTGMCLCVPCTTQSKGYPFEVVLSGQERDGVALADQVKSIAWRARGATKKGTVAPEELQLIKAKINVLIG
Rv3671c protease: inhibitors of M. tuberculosis serine protease Rv3671c; P9WHR9; inhibition, % at 5.96 µM; 320,000 compounds, 0.048% hits; in the data active = inhibition above about 38%;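 also: extracellular domain of Rv3671c used as enzyme; 0% = enzyme with DMSO and 100% = no enzyme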
Target sequence (P9WHR9 whole entry, looked up, the tested form may be a part): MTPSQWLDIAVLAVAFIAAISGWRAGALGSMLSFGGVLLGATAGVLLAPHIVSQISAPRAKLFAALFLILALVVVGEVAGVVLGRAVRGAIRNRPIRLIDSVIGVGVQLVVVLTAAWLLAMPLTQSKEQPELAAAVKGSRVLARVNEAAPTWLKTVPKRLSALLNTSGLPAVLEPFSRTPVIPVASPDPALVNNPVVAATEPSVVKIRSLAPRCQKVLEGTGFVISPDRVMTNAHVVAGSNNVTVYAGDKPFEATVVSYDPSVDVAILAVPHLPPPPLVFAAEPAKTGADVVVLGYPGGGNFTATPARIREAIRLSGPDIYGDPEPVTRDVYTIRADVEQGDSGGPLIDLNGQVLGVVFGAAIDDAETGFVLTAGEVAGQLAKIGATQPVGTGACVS
Vc quorum ag: induces V. cholerae light production without autoinducers; V. cholerae BH1578 lux reporter, luminescence, 6 h; activation, % at 18.7 µM; 350,000 compounds, 0.16% hits; AID 588436; in the data active = activation mostly above about 9.7%, no sharp cut-off; also: not every result past the cut was called active; inactives centre near 0; reference of the scale not given here
CCHF vOTU inh: blocks the CCHF virus ovarian tumor domain protease; CCHFV vOTU protease, Pep-AMC fluorescence; inhibition, % at 11.5 µM; 370,000 compounds, 0.55% hits; AID 651958; in the data active = inhibition above about 30%; also: 0% = vehicle wells with enzyme and 100% = no enzyme wells
* marks the source's active call; other numbers are inactive results; i = inactive; x = not tested or not shown; & = joins results of further samples.

The opening 9 entries, to show the layout:
SMILES	SARS 3CLpro inh	Yp Topo-I inh	VHR inh abs	TcdB inh	SSB-PriA inh	PrPC surface inh	MazF activator	Rv3671c protease	Vc quorum ag	CCHF vOTU inh
Cc1ccccc1-n1c(SCC(=O)Nc2c(C)cccc2C)nc(O)cc1=O	-2.3	-3.0	1.1	2.2	-18.0	-5.0	2.2	-5.7	-0.5	16.9
COc1ccc(Cl)cc1NC(=S)N(Cc1ccc(C(=O)O)cc1)Cc1ccc(OC)c(OC)c1	-0.2	15.9	-6.2	0.1	-4.8	-3.3	-3.5	-6.7	-1.4	-3.9
O=C(O)C[C@H]1c2cc(F)ccc2S(=O)(=O)N1C1CCCCC1	x	2.3	x	0.9	-7.5	4.5	5.9	-1.4	-0.7	-3.7
Cc1cc(C)c(S(=O)(=O)N(CC(=O)N2CCCC2)C2CCCCC2)c(C)c1	-6.2	24.0	-13.1	x	-6.2	4.4	-3.2	1.6	-0.5	-7.6
CC(=O)c1ccc(NC(=O)CNC2CCCCC2)cc1	-4.5	-6.7	0.1	0.0	-1.1	-2.7	10.1	-7.7	-6.7	-10.1
N#CCCn1cc(C=C2C(=O)NC(=O)NC2=O)c(-c2ccccc2)n1	-1.5	2.3	1.2	0.8	-12.6	7.9	-1.5	-1.1	-0.3	-2.5
Cc1cccc(N2CCN(C(=O)c3ccccc3NC(=O)C3CCCCC3C(=O)O)CC2)c1 (stereo unspecified)	3.4	4.4	13.3	-0.9	-2.9	-4.5	2.2	-0.7	i	-5.5
O=C(c1csc(Nc2cccc3ccccc23)n1)N1CCCC1	5.3	12.0	23.1	1.7	14.1	11.5	-3.0	2.4	i	1.2
CN(CC(=O)Nc1cc(S(=O)(=O)N2CCCC2)ccc1Cl)Cc1cccs1	2.1	-1.1	13.1	1.9	-7.4	4.3	3.3	-0.9	-0.8	0.7

The whole of this part, previewed entries included:
SMILES	SARS 3CLpro inh	Yp Topo-I inh	VHR inh abs	TcdB inh	SSB-PriA inh	PrPC surface inh	MazF activator	Rv3671c protease	Vc quorum ag	CCHF vOTU inh
Cc1ccccc1-n1c(SCC(=O)Nc2c(C)cccc2C)nc(O)cc1=O	-2.3	-3.0	1.1	2.2	-18.0	-5.0	2.2	-5.7	-0.5	16.9
COc1ccc(Cl)cc1NC(=S)N(Cc1ccc(C(=O)O)cc1)Cc1ccc(OC)c(OC)c1	-0.2	15.9	-6.2	0.1	-4.8	-3.3	-3.5	-6.7	-1.4	-3.9
O=C(O)C[C@H]1c2cc(F)ccc2S(=O)(=O)N1C1CCCCC1	x	2.3	x	0.9	-7.5	4.5	5.9	-1.4	-0.7	-3.7
Cc1cc(C)c(S(=O)(=O)N(CC(=O)N2CCCC2)C2CCCCC2)c(C)c1	-6.2	24.0	-13.1	x	-6.2	4.4	-3.2	1.6	-0.5	-7.6
CC(=O)c1ccc(NC(=O)CNC2CCCCC2)cc1	-4.5	-6.7	0.1	0.0	-1.1	-2.7	10.1	-7.7	-6.7	-10.1
N#CCCn1cc(C=C2C(=O)NC(=O)NC2=O)c(-c2ccccc2)n1	-1.5	2.3	1.2	0.8	-12.6	7.9	-1.5	-1.1	-0.3	-2.5
Cc1cccc(N2CCN(C(=O)c3ccccc3NC(=O)C3CCCCC3C(=O)O)CC2)c1 (stereo unspecified)	3.4	4.4	13.3	-0.9	-2.9	-4.5	2.2	-0.7	i	-5.5
O=C(c1csc(Nc2cccc3ccccc23)n1)N1CCCC1	5.3	12.0	23.1	1.7	14.1	11.5	-3.0	2.4	i	1.2
CN(CC(=O)Nc1cc(S(=O)(=O)N2CCCC2)ccc1Cl)Cc1cccs1	2.1	-1.1	13.1	1.9	-7.4	4.3	3.3	-0.9	-0.8	0.7
CCN(CC)S(=O)(=O)c1ccc(Cl)c(C(=O)OC)c1	1.1	3.0	-1.5	-0.5	-20.8	1.9	1.1	-3.8	-0.2	-9.5
CCOC(=O)c1ccc(-n2ncc(C(=O)OCC)c2N)cc1	4.7	-3.3	2.6	x	-5.2	-4.8	5.1	5.0	-0.4	2.8
CNC(=O)c1cn2c3c(ccc(Cl)c3c1=O)OC(C)C2 (stereo unspecified)	x	0.2	x	0.4	7.0	-11.0	1.7	x	i	-31.2
C[C@@H]1CN([C@@H](C)CO)C(=O)CCCn2nncc2CO[C@@H]1CN(C)S(=O)(=O)c1ccccc1	x	2.0	x	0.5&0.7	x	6.9	0.8	x	i	-2.6
CN(CC(=O)Nc1ccccc1F)Cc1cccs1	-6.6	14.6	6.7	0.3	-11.3	-5.2	0.6	-2.1	-0.3	-9.8
Cn1nnnc1SCc1ccccc1F	-4.4	-4.0	9.9	x	-6.7	6.6	2.8	0.7	-3.0	8.7
Cn1nc(C(=O)Nc2cccc(S(=O)(=O)N3CCCC3)c2)c2ccccc2c1=O	x	13.4	x	-3.1	5.5	0.9	-4.6	-5.8	-4.0	8.5
COc1cc2c(cc1NC(=O)CN1CCN(S(=O)(=O)c3ccccc3F)CC1)oc1ccccc12	-1.8	4.0	-6.6	x	-20.4	-2.8	-9.8	-1.1	7.1	0.3
c1ccc(-c2nc3cccnc3nc2-c2ccccc2)cc1	x	-3.5	x	0.7	-0.7	-11.6	-1.1	-0.1	-0.6	-4.3
CC1CCc2ccc(F)cc2N1S(=O)(=O)c1cccs1 (stereo unspecified)	3.5	9.1	33.4	0.1	-26.3	7.7	6.2	-5.2	i	-7.0
Cc1cc(C)n(CCNc2nc3nonc3nc2N2CCCCC2)n1	0.7	3.4	22.0	1.2	-8.0	-5.4	4.4	-2.2	2.3	9.8
CCN(Cc1nc2cc(Cl)ccc2c(=O)[nH]1)C(=O)C1CC(=O)N(c2cccc3ccccc23)C1 (stereo unspecified)	x	18.2	x	2.4	8.5	-4.4	5.5	-5.1	i	-6.7
COc1ccc(C(=O)CSc2ccccc2C(=O)O)cc1	-1.2	-5.9	7.8	0.4	-10.0&-7.8	1.6	-2.4	1.2	-5.6	16.2
O=C(COc1ccc(C(=O)O)cc1)Nc1cccc(C(F)(F)F)c1	-0.2	-1.3	-2.7	0.7	-11.5	-2.3	1.8	-1.8	i	1.9
O=C1OC2(O)C3C4C=CC(C4)C3C(=O)N2c2ccccc21 (stereo unspecified)	0.3	0.3	16.6	0.8	0.2	-7.0	12.5	-3.1	i	1.6
COc1cc(C(=O)OC(C)CN2CCCCC2)cc(OC)c1OC (stereo unspecified)	-0.2	-2.2	0.7	-0.5	2.8	-4.2	6.5	4.7	i	-8.1
CCCn1c(SCC(=O)Nc2cccc(C(=O)OCC)c2)nnc1-c1ccoc1C	-4.5	20.4	10.0	x	4.0	2.4	-6.3	-2.5	i	9.0
O=C(NCCSc1ccc(Br)cc1)c1ccccc1	-2.2	15.3	13.0	1.0	-19.7	7.6	10.8	4.0	-0.5	-2.6
COc1ccc(NC(=O)CN(C)C(=O)CSc2ccc3c(c2)OCCO3)cc1	-1.0	-3.5	19.2	1.0	-5.7	7.1	x	-0.2	-1.3	6.5
Cc1cc(NC(=O)CCC(=O)N(Cc2ccco2)C(C(=O)NC2CCCC2)c2ccc(F)cc2)no1 (stereo unspecified)	-0.3	14.0	6.7	0.8	-4.2	-1.5	4.2	-9.4	-0.2	14.9
CCn1c(CNC(=O)Cc2ccc(OC)cc2)nnc1SCC(=O)Nc1nccs1	-10.5	-0.9	-3.9	1.3	-17.6	5.9	-9.3	-3.5	i	-4.9
CCOc1ccc(-c2nnc(SCC(=O)NC(C)(C)C)nc2-c2ccc(OCC)c(OC)c2)cc1OC	-2.5	-4.7	-33.4	-4.2	3.8	-26.2	10.4	-0.1	-7.7	15.3
CCCNC(=O)CN(CCc1ccccc1)S(C)(=O)=O	-4.1	5.6	12.9	x	-2.9	3.9	5.1	6.2	-0.5	-2.6
CNC(=O)C[C@H]1C(=O)N(C2CCCCC2)C[C@@H]1C	x	6.2	x	0.8	x	-2.8	0.2	x	-0.3	-7.5
CCOc1cc(/C=C(\C#N)C(=O)Nc2cccc(C(=O)O)c2)cc(Br)c1OC(=O)c1ccc(OC)cc1	7.9	25.1	8.0	5.3	4.2	-1.4	10.3	-82.8	-0.4	7.3
CCCCOC(=O)C1=C(N)OC2=C(C(=O)CCC2)[C@]12C(=O)Nc1ccccc12	-2.0	13.1	17.5	x	2.2	0.8	2.8	-1.6	-6.2	23.4
O=C(c1cc2ccccc2cc1O)N1CCCC1	-3.0	-0.8	9.5	-1.4	-1.2	-10.5	5.7	3.4	-0.9	10.9
Cc1[nH]c2ccccc2c1C(=O)COC(=O)C1CC(=O)N(Cc2ccco2)C1 (stereo unspecified)	-0.3	6.9	17.7	x	-5.1	-2.1	-13.2	-3.6	i	-5.1
COc1cc(-c2nnc(SCC(=O)N(Cc3ccccc3)C(C)(C)C)o2)cc(OC)c1OC	-1.2	6.9	-8.2	x	-18.4	-9.2	1.4	0.6	1.4	9.3
COC(=O)c1cc(-c2cccs2)nc2ccccc12	-6.2	1.6	x	x	-72.8	x	-5.7	5.5	i	x
CCOc1ccccc1NC(=O)CN1CCC(C(=O)c2ccc(OC)cc2)CC1	1.2	29.4	10.2	1.5	2.1	-2.9	0.4	1.6	i	-19.2
Cc1ccnc(NC(=O)C2CCN(S(=O)(=O)c3cccc(C(F)(F)F)c3)CC2)c1	-1.8	-0.8	16.3	0.6	-4.7	9.1	2.2	5.0	-0.1	7.1
Cc1ccc(NC(=O)COC(=O)c2ccc(OCc3c(C)noc3C)cc2)cc1S(=O)(=O)N1CCOCC1	0.1	10.3	25.5	x	5.9	-2.4	6.6	-25.9	i	4.1
NNC(=O)C1CC(O)CN1S(=O)(=O)c1ccc2ccccc2c1 (stereo unspecified)	x	-4.2	x	2.3	-11.6	-4.2	2.1	-2.1	0.0	4.6
COc1cccc(NC(=O)CCNS(=O)(=O)c2cccc3nonc23)c1	-5.1	0.7	27.7	0.4	-8.3	-31.1	7.8	9.0	-0.3	12.0
COCCn1c(Cc2ccccc2)nnc1SCC(=O)Nc1cc(C)on1	0.9	-1.7	-9.0	x	-11.1	5.9	4.2	-1.1	i	-4.9
COc1ccc(N2C(=S)NC3CS(=O)(=O)CC32)cc1 (stereo unspecified)	0.2	-2.5	9.6	0.4	-2.9	-1.4	6.9	9.1	-1.0	-12.3
CC(=O)N1CCN(C(=O)CSc2cc(C)c(Br)cc2C)CC1	-1.4	10.9	1.2	1.2	-12.9	-5.9	1.0	4.7	-2.9	9.0
Cc1c(-c2ccccc2)n(O)c(-c2ccc(N(C)C)cc2)[n+]1[O-]	x	3.5	x	0.2	x	7.0	2.2	x	-5.0	-38.4
Fc1cccc(Cc2noc(CN3CCC(c4ccncc4)CC3)n2)c1	1.5	11.8	35.0	1.3	6.1	3.9	1.6	-3.0	-0.1	-5.2
CCOC(=O)C(C(=O)OCC)N(C#N)c1nc(OC)nc(N(C)C)n1	2.5	1.6	18.8	x	2.2	-2.9	-0.4	3.2	-1.7	10.6

Continued.
SMILES	SARS 3CLpro inh	Yp Topo-I inh	VHR inh abs	TcdB inh	SSB-PriA inh	PrPC surface inh	MazF activator	Rv3671c protease	Vc quorum ag	CCHF vOTU inh
O=C1C=C(c2cc(F)ccc2F)C[C@@H](c2ccc(Cl)cc2)C1	x	25.4	x	-0.6	5.8	-1.9	2.3	2.4	3.9	11.8
CC(C)CC1NC(=O)c2ccc(Cl)cc2-n2c1nc1ccc(Cl)cc1c2=O (stereo unspecified)	x	x	x	0.5	x	8.6	x	6.1	x	-3.2
COc1ccc(OC)c(S(=O)(=O)N(C)CC(=O)N2CCN(c3ccccc3F)CC2)c1	-0.8	18.4	-11.2	x	2.2	1.2	1.6	7.6	i	4.5
COc1ccc(C(=O)CSC2=C(C#N)C3(CCCCC3)C(C#N)=C(N)N2)cc1	6.4	-2.5	29.9	x	18.2	-2.4	1.6	-3.7	-0.6	-5.5
COc1ccc(CCNC(=O)CCCCCN2C(=O)c3ccccc3C2=O)cc1	-0.3	4.0	-4.1	x	-6.4	2.6	-11.3	0.7	i	12.7
CC(=O)N1CCN(S(=O)(=O)c2cccc(C(=O)OCC(=O)NC(=O)c3cccn3C)c2)CC1	-1.3	11.9	-3.6	-0.4	-20.0	2.3	3.7	-0.3	-0.4	2.5

A portion of the library; the hit share may differ from the screen's.
